# High-throughput results deposited in PubChem BioAssay by National Center for Advancing Translational Sciences (NCATS).
# CHX counter: Cycloheximide Counterscreen for Small Molecule Inhibitors of Shiga Toxin; cell reporter, cycloheximide protein synthesis inhibition counterscreen; 300,000 compounds, 12% hits; max response, %; AID 2314, 2010; in the data active = max response mostly above about 13%, no sharp cut-off; inactive = mostly below about 14%; also: read at 38.3 µM for the half of the compounds with a filed dose; 0% is about no effect
# TbPYK inhibitor: qHTS of Trypanosoma Brucei Inhibitors | Potency, µM (series often up to 76.8 µM), for the others: at the top dose activity, negative = inhibition, actives largely listed as inhibitors | AID 624173, 2012 | TbPYK enzyme, Kinase-Glo Plus ATP luminescence, 45 min | 410,000 compounds, 0.12% hits; also: potency is read from the fitted curve at half-maximal effect; % is scaled to controls: 0 for no effect and ±100 for the full control effect; nearly all actives have a fitted effect of over 50% in size
#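 Screened from lowest to highest concentration, compounds were pinned into TbPYK/substrate mixtures, and ADP (130 uM final) was added. Plates sat at room temperature for 45 min prior to Kinase-Glo Plus detection by luminescence.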
# HCV inh: qHTS Assay for Inhibitors of Hepatitis C Virus (HCV); Huh7.5.1 HCVcc-Cre infection, luciferase reporter, 44 h; Potency, µM (titrated, usually from 41.8 µM), for the others: top-dose activity change, negative = inhibition, actives largely listed as inhibitors; 340,000 compounds, 3.4% hits; AID 651820, 2012; also: potency is read from the fitted curve at half-maximal effect; % is scaled to controls: 0 for no effect and ±100 for the full control effect
#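 Cells seeded at 1,000/well and cultured 4 h, then compounds added followed by HCVcc-Cre virus (~0.5 moi). After 44 h further culture, luciferase substrate was added, plates held 15 min at room temperature, and luminescence read for 15 sec.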
# Pf growth 48h: Primary qHTS for delayed death inhibitors of the malarial parasite plastid, 48 hour incubation | P. falciparum luciferase growth in erythrocytes, 48 h | Potency, µM (doses to about 28.7 µM), without a hit: at the top dose activity change, negative = inhibition, actives largely listed as inhibitors | 310,000 compounds, 5.9% hits | AID 504832, 2011; also: potency is read from the fitted curve at half-maximal effect; % is scaled to controls: 0 for no effect and ±100 for the full control effect
#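 Luminescence readout; reporter = integrated firefly luciferase in P. falciparum. RBC culture at 2% hematocrit, 0.1% parasitemia final, 37 C/5% CO2; decreased signal taken as growth inhibition.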
# LmPK inh: qHTS Assay for Inhibitors of Leishmania Mexicana Pyruvate Kinase (LmPK); Q27686; purified LmPK, Kinase-Glo ATP luminescence, 1 h; Potency, µM (series often up to 57.5 µM), for the others: top-dose activity change, negative = inhibition, most hits filed as inhibitors; 290,000 compounds, 0.37% hits; AID 1721, 2009; also: potency is read from the fitted curve at half-maximal effect; % is scaled to controls: 0 for no effect and ±100 for the full control effect
# Target sequence (Q27686 whole entry, looked up): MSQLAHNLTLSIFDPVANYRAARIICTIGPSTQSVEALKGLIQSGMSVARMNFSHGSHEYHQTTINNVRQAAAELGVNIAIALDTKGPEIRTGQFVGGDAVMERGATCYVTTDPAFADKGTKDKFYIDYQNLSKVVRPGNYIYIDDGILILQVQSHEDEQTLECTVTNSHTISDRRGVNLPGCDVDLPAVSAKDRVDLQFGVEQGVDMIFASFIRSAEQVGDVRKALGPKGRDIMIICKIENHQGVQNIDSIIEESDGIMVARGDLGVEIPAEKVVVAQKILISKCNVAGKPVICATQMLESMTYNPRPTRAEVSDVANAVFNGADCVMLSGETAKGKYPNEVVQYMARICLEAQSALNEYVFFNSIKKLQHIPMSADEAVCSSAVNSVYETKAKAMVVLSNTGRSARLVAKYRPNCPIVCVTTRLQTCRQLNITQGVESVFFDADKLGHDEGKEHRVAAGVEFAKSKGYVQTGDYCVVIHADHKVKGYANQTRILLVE
#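 Kinase-Glo luminescence read after 1 h RT reaction of 0.1 nM LmPK with 0.5 mM PEP and 0.1 mM ADP. Activity scaled between uninhibited and enzyme-free controls.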
# Shiga inhibitor: A qHTS for Small Molecule Inhibitors of Shiga Toxin; Vero cells, Shiga toxin protein synthesis inhibition reporter; inhibition, % at 38.7 µM; 290,000 compounds, 9.2% hits; AID 2315, 2010; in the data active = inhibition mostly above about 28%, no sharp cut-off; inactive = mostly below about 43%; also: 0% is about no effect
# Pf growth 96h: Primary qHTS for delayed death inhibitors of the malarial parasite plastid, 96 hour incubation | 320,000 compounds, 6.9% hits | P. falciparum luciferase reporter growth, 96 h | Potency, µM (doses to about 28.7 µM), for inactives: at the highest dose activity change, negative = inhibition, actives largely listed as inhibitors | AID 504834, 2011; also: potency is read from the fitted curve at half-maximal effect; % is scaled to controls: 0 for no effect and ±100 for the full control effect
#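 P. falciparum expressing integrated firefly luciferase grown in erythrocytes (2% hematocrit, 0.05% parasitemia final) with compounds for 96 hours at 37 C, 5% CO2. Growth inhibition read as loss of luminescence after adding luciferase detection reagent.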
# * marks the source's active call; other numbers are inactive results; i = inactive; ? = inconclusive; nt = no result given; & = joins results of further samples; [ ] = remark or other dose. Unless noted, calls follow the shape of the dose curve; as a rule, active = well fitted curve in the direction sought with a large enough effect; inconclusive = small, poorly fitted or top-dose-only effect, or another doubt; inactive = no such curve, though single readings can be large; an effect the other way counts as inactive or inconclusive.
nr	SMILES	CHX counter	TbPYK inhibitor	HCV inh	Pf growth 48h
1	O=C(Nc1nc(-c2ccccc2)cs1)C1CCCCN1S(=O)(=O)c1ccc(Cl)cc1 (stereo unspecified)	-2	2%	?	?
2	CC(Oc1ccc(Br)cc1Br)C(=O)NC1CCCC1 (stereo unspecified)	-2	nt	nt	11%
3	COc1ccc(S(=O)(=O)N2CCC(N3CCN(c4ccccc4OC)CC3)CC2)cc1	-1	5%	?	-30%
4	O=S(=O)(Nc1ccc(F)cc1)c1cccc2nsnc12	-3	-15%	2%	1%
5	CCOC(=O)C1=C(O)/C(=C\c2ccc(CNC(=O)C(=O)Nc3ccc(C)c(C)c3)o2)N=C1C	-2	nt	nt	nt
6	C=CCN=c1scc(-c2ccco2)n1/N=C/c1ccc(O)c(O)c1O	2	?	20%	?
7	O=C(CN1C(=O)C(=O)c2ccccc21)c1ccc(Cl)cc1	-1	3%	11%	1%
8	Cc1ccc(-n2nc3c(c2NC(=O)C2CC2)CS(=O)(=O)C3)cc1	-3	-5%	5%	8%
9	Cc1ccc2c(c1)C(O)(CC(=O)c1cccc(-n3cccc3)c1)C(=O)N2 (stereo unspecified)	-5	-3%	3%	-7%
10	CCCCn1c(N)c(N(CCOC)C(=O)c2cc(-c3ccc(F)cc3)nc3ccccc23)c(=O)[nH]c1=O	nt	5%	4%	?
11	CCOC(=O)C(=CNc1ccc(Cl)cn1)C(=O)OCC	-3	0%	-5%	9%
12	O=C(O)CSc1nnc(-c2cc3ccccc3o2)n1-c1ccccc1	-1	-8%	-4%	7%
13	COc1cccc(CNCCc2c[nH]c3ccccc23)c1OCc1ccccc1	-5	0%	10µM*	?
14	Cc1ccc(NC(=O)CCNC(=O)c2ccco2)cc1Cl	-1	-5%	4%	-14%
15	CC1(C)NC(=O)N(CCOCCSc2ccccc2)C1=O	-2	3%	11%	34%[activator]

nr	LmPK inh	Shiga inhibitor	Pf growth 96h
1	1%	-10	nt
2	-8%	15	13%
3	-1%	3	?
4	-4%	-12	-32%
5	1%	-16	-29%
6	-3%	-10	?
7	0%	19	?
8	1%	-7	-9%
9	15%	-4	-16%
10	nt	nt	?
11	-7%	7	3%
12	-7%	0	?
13	2%	12	34%[activator]
14	-4%	-2	-10%
15	3%	28	9.3µM*

# Additional records.
nr	SMILES	CHX counter	TbPYK inhibitor	HCV inh	Pf growth 48h
16	Cc1sc(NC(=O)Cn2nc(C(F)(F)F)cc2C)c(C(=O)OC(C)C)c1C	-1	3%	-10%	?
17	COc1ccc(C2N=C(c3ccccc3)NC(c3ccccc3)=N2)cc1	-3	4%	7%	-19%
18	Cc1cc(=O)[nH]c(SCC(N)=O)c1C#N	2	1%	7%	-2%
19	O=C(c1ccccc1)N1CCN(c2ncnc3c(-c4ccccc4)nsc23)CC1	-1	-4%	-17%	-29%
20	CC(=O)N1c2ccccc2N(Cc2ccc(C)cc2C)C(=O)C1(C)C	-5	-5%	?	nt
21	CCOc1ccc(-n2c(SCC)nc3c(c2=O)SCC3)cc1	-1	-4%	3%	-5%
22	CCOCCCNC(=S)N(CCN(C)C)Cc1cc2cc3c(cc2[nH]c1=O)OCCO3	-1	-1%	-8%	?
23	COc1ccc(CCNC(=O)CS(=O)Cc2nc(-c3cccs3)oc2C)cc1OC (stereo unspecified)	2	-2%	-38%	?
24	CCOC(=O)Nc1ccc2c(c1)N(C(=O)CN(CC)CC)c1ccccc1C=C2	-3	9%	-9%&-7%	?
25	CC(=O)N(CCCNC(=O)c1ccccc1)C(=O)c1ccccc1	nt	2%	2%	16%
26	N#CCC(=O)Nc1ccc(C(=O)OCc2ccccc2Oc2ccccc2)cc1	-5	-2%	-16%	10µM*
27	Cn1cc(CCNCc2cn[nH]c2-c2ccc(-c3ccccc3)cc2)cn1	31*	-1%	-25%	?
28	COc1cc(-c2nnc(CSc3nnc(N)s3)o2)cc(OC)c1OC	-4	0%	-11%	10%
29	COc1ccc(Cc2nnc(NC(=O)c3ccccc3[N+](=O)[O-])s2)cc1	1	-8%	26%	12%
30	CN(C(=O)Cc1c[nH]c2ccccc12)C(C(=O)Nc1ccc2c(c1)OCO2)c1ccccc1 (stereo unspecified)	10	-5%	?	-28%

nr	LmPK inh	Shiga inhibitor	Pf growth 96h
16	3%	-11	?
17	6%	-1	35%[activator]
18	0%	1	?
19	6%	-17	19%
20	4%	-19	1.7µM*
21	9%	-6	-23%
22	-4%	nt	239%[activator]
23	4%	-17	8.3µM*
24	0%	-4	nt
25	nt	nt	99%[activator]
26	8%	-6	?
27	8%	54*	-20%
28	4%	-8	-15%
29	3%	-10	4%
30	0%	0	?

# The last 3 records of the part above open the next one.
nr	SMILES	CHX counter	TbPYK inhibitor	HCV inh	Pf growth 48h
28	COc1cc(-c2nnc(CSc3nnc(N)s3)o2)cc(OC)c1OC	-4	0%	-11%	10%
29	COc1ccc(Cc2nnc(NC(=O)c3ccccc3[N+](=O)[O-])s2)cc1	1	-8%	26%	12%
30	CN(C(=O)Cc1c[nH]c2ccccc12)C(C(=O)Nc1ccc2c(c1)OCO2)c1ccccc1 (stereo unspecified)	10	-5%	?	-28%
31	COC(=O)c1ccccc1NC(=O)CN(C)S(=O)(=O)c1cc(C)ccc1OC	-1	3%	-7%	?
32	Cc1noc(C)c1C(=O)N1CCOCC1	-3	-1%	-3%	nt
33	CCOC(=O)c1cc(-c2ccccc2)sc1NC(=O)COC(=O)c1cccc(S(N)(=O)=O)c1	-3	1%	?	-3%
34	O=C(NCc1cccc(C(F)(F)F)c1)c1cccc(S(=O)(=O)N2CCN(Cc3ccccc3)CC2)c1	-5	-13%	nt	21%
35	COc1ccc(O)c(CN2CCC(n3nccc3NC(=O)CCOc3ccccc3)CC2)c1	-1	-1%	3%	13µM*
36	COCC(COS(N)(=O)=O)Cc1ccccc1 (stereo unspecified)	-2	4%	16%	24%
37	CCOc1ccc(NC(=O)CN(C)C(=O)c2sc3ccccc3c2Cl)cc1OCC	nt	-16%	?	-6%
38	Cc1cc(C)nc(Nc2ccccc2Cl)n1	-5	-3%	4%	45%[activator]
39	Cc1noc(C)c1COC(=O)c1ccc(S(=O)(=O)NCc2ccco2)cc1	16*	-4%	?	-3%
40	Cc1ccc(Nc2nc3ccccc3[nH]2)nc1	26*	1%	?	3.3µM*
41	COc1ccc(N2CCN(c3ncnc4scc(-c5ccccc5)c34)CC2)cc1	-6	-1%	?	9.3µM*
42	CCc1nc(NCCN)c(C#N)c2c1CSC(C)(C)C2	-2	-2%	?	nt
43	CCc1nc(SCC(=O)Nc2cc(OC)ccc2OC)c2c(C)c(C)sc2n1	-5	7%	-1%	?
44	CCCCn1c(SCC(=O)N(CC)C2CCS(=O)(=O)C2)nnc1C(CC)N(C)C (stereo unspecified)	-2	-6%	25%	0%
45	CC(NC1CCCC1)C(=O)Nc1ccccc1-c1ccccc1 (stereo unspecified)	-2	7%	-7%	22%

nr	LmPK inh	Shiga inhibitor	Pf growth 96h
28	4%	-8	-15%
29	3%	-10	4%
30	0%	0	?
31	5%	14	?
32	1%	-7	42%[activator]
33	2%	-9	-19%
34	-13%	-22	-17%
35	-13%	13	?
36	1%	-11	?
37	nt	nt	0%
38	6%	31	0%
39	3%	56	?
40	5%	53*	?
41	-2%	-5	?
42	9%	-9	-12%
43	-6%	3	37%[activator]
44	-4%	18	9%
45	-5%	-12	21%

# From entry 42 as far as 44, copied from above:
nr	SMILES	CHX counter	TbPYK inhibitor	HCV inh	Pf growth 48h
42	CCc1nc(NCCN)c(C#N)c2c1CSC(C)(C)C2	-2	-2%	?	nt
43	CCc1nc(SCC(=O)Nc2cc(OC)ccc2OC)c2c(C)c(C)sc2n1	-5	7%	-1%	?
44	CCCCn1c(SCC(=O)N(CC)C2CCS(=O)(=O)C2)nnc1C(CC)N(C)C (stereo unspecified)	-2	-6%	25%	0%

nr	LmPK inh	Shiga inhibitor	Pf growth 96h
42	9%	-9	-12%
43	-6%	3	37%[activator]
44	-4%	18	9%

# Carrying on.
nr	SMILES	CHX counter	TbPYK inhibitor	HCV inh	Pf growth 48h
46	Cc1ccc2cccc(OCC(=O)N3CCc4ccccc43)c2n1	-2	8%	19%	1%
47	Cc1c(N(C)C(=O)C2CCCN2S(=O)(=O)c2ccccc2)c(=O)n(-c2ccccc2)n1C (stereo unspecified)	1	0%	14%	1%
48	CCOc1ccc(C(=O)NCCC2=CCCCC2)cc1OCC	11	0%	5µM*	-16%
49	COC(=O)/C=C/c1cccc([C@H]2[C@@H]3C=CC[C@@H](C)[C@@H]3C(=O)N2Cc2ccccc2)c1	-5	5%	?	nt
50	COc1ccc(N=Cc2c(C)[nH][nH]c2=O)cc1	6	5%	-1%	5%
51	O=C(OC1C2CCC1C1CN(CCc3ccccc3)CC12)c1ccccc1 (stereo unspecified)	-6	1%	0%	?
52	CCCNC(=O)Nc1cc(OCC)c(N2CCOCC2)cc1OCC	-1	0%	-26%	?
53	Cc1onc(-c2ccccc2)c1C(=O)c1ccccc1	-1	0%	-5%	-1%
54	NC(=O)NC(=O)COC(=O)c1cccnc1Nc1ccccc1F	11	0%	-10%	37%[activator]
55	CC1(C)CC(=O)c2sc(N)nc2C1	-1	3%	-1%	26%
56	Cc1ccc(CN2CCC(n3nccc3NC(=O)CCOc3ccccc3)CC2)o1	-2	2%	0%	-18%
57	Cc1ccc(S(=O)(=O)NCC(=O)NCC(=O)OCC(=O)N2CC(=O)Nc3ccccc32)cc1C	-3	-20%	-1%	1%
58	COc1ccccc1-c1csc(NC(=O)c2cc(-c3cccs3)nc3ccccc23)n1	-1	27%	10%	?
59	COc1ccc(S(=O)(=O)NCCOc2ccccc2)cc1F	-5	3%	2%	5%
60	CNc1ccncc1S(=O)(=O)NC	-1	-1%	22%	-8%
61	O=C(Nc1cccc2ncccc12)c1ccc2c(c1)OCCO2	2	-4%	2%	5%
62	COc1ccc(C2OC[C@H]3O[C@H](O)[C@H](NC(C)=O)[C@@H](O)[C@@H]3O2)cc1 (stereo partly specified)	-1	2%	16%	23%
63	CC1CCCC/C1=N\NC(=S)Nc1ccccc1 (stereo unspecified)	18*	-18%	11%	-29%

nr	LmPK inh	Shiga inhibitor	Pf growth 96h
46	0%	-3	-56%
47	-12%	2	2.3µM*
48	0%	59	28%
49	nt	i	nt
50	-5%	14	4%
51	-5%	-2	?
52	-2%	8	-1%
53	1%	-7	105%[activator]
54	-3%	7	38%[activator]
55	-7%	-8	nt
56	-1%	-16	37%[activator]
57	6%	-5	20%
58	-2%	-15	7.4µM*
59	6%	21	14%
60	-1%	8	2%
61	-8%	1	nt
62	-1%	-3	25%
63	2%	30	?
